Screening results as filed in PubChem BioAssay.
MsrA inh = bovine MsrA inhibition. purified bovine MsrA, absorbance read-out. inhibition, % at 15.5 µM. 360,000 compounds, 0.75% hits. AID 651718; in the data active means inhibition above about 4.5%;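 further: 0% = vehicle wells with enzyme and 100% = reference inhibitor wells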
An asterisk follows results filed as active. A portion of the library; the hit share may differ from the screen's.

no. | MsrA inh | Structure
1 | 1.0 | CCOc1ccccc1-c1nc(-c2ccc(NC(=O)c3ccc(Br)o3)cc2)no1
2 | -1.2 | CC1=CC2=NC(=O)/C(=C\c3ccc(-c4ccc(Cl)cc4)o3)C(=N)N2O1
3 | 2.6 | C#CCN1C(=O)[C@]2(OCCC=C[C@H]2C)c2cc(OC)ccc21
4 | -0.1 | C[C@H](CO)N1C[C@H](C)[C@@H](CN(C)C(=O)CCC(F)(F)F)OCc2cn(nn2)CCCC1=O
5 | 1.8 | C[C@H](CO)N1C[C@H](C)[C@@H](CN(C)C(=O)Nc2ccnc(N3CCOCC3)c2)OCc2cn(nn2)CCCC1=O
6 | 1.3 | Cc1ccccc1C(=O)NNC(=O)Nc1ccccc1
7 | 1.2 | C[C@H](O)[C@@H]1C(=O)N2CCc3c([nH]c4ccccc34)[C@@H]2C[C@@H]1N(C)C(=O)Nc1ccc(Br)cc1
8 | 1.2 | CCOC(=O)c1[nH]c2ccc(OC)cc2c1NC(=O)CCN1CCC(C)CC1
9 | -0.1 | COC(=O)CCC[C@H](C)[C@@H](NS(=O)(=O)c1ccc(C)cc1)C(C)(C)C
10 | 0.1 | CCOC(=O)/C(=C\Nc1cccc(OCc2ccccc2)c1)NC(=O)c1ccccc1
11 | 0.7 | N#Cc1ccc(C(=O)NCC2CCN(C(=O)C(=O)c3cccs3)CC2)cc1
12 | -0.3 | COc1ccc2c(c1)[C@]1(C(=O)N2C)C2=C(CCCC2=O)Oc2cc(C)oc(=O)c21
13 | 0.4 | O=C(C(=O)N1CCN(S(=O)(=O)c2ccc(OC(F)(F)F)cc2)CC1)c1cccc(C(F)(F)F)c1
14 | 0.8 | Cc1ccc(NC(=O)c2ccc(OCc3c(C)noc3C)cc2)cc1
15 | -0.7 | Cc1cc(C(=O)OCC(=O)Nc2cc(S(=O)(=O)N(C)C)ccc2C)c(C)o1
16 | 0.8 | CC(=O)[C@@H]1[C@@H]2C(=O)N(c3ccc(F)c(Cl)c3)C(=O)[C@@H]2C2c3ccccc3C=CN21 (stereo partly specified)
17 | -0.4 | Nc1[nH]c(C(=O)c2ccccc2)c(-c2ccc3ccccc3c2)c1C(=O)NC1CC1
18 | 0.1 | CCCCc1nnn2c1C1c3cc(Br)ccc3CCN1C(=O)C2 (stereo unspecified)
19 | 1.0 | Cc1ccc2c(COn3nnc4ccc(S(=O)(=O)N(C)C)cc43)cc(=O)oc2c1C
20 | -0.7 | CC(C)C[C@H]1COc2c(Cl)cccc2S(=O)(=O)N1
21 | -1.5 | C=CCN=C1NC(c2ccc(C(F)(F)F)cc2)C(C(=O)OC)=C(C)N1Cc1ccccc1C(F)(F)F (stereo unspecified)
22 | 0.5 | CN(C)c1cccc2c(S(=O)(=O)NCC3CCN(C(=O)C(=O)c4cc5ccccc5o4)CC3)cccc12
23 | -0.8 | CC(C)C[C@H](NC(=O)c1ccc(Cl)c(Cl)c1)C(=O)N1CCC[C@H]1C(=O)NCc1ccccc1
24 | 0.7 | Nc1nc2c(ncn2[C@@H]2O[C@H](C(=O)NCC3CCCCC3)[C@@H](O)[C@H]2O)c(=O)[nH]1
25 | -1.3 | COC(=O)C1=C(C)N(Cc2cccc(C(F)(F)F)c2)C(=NCc2cc(OC)c(OC)c(OC)c2)NC1c1cccc(C(F)(F)F)c1 (stereo unspecified)
26 | 5.5* | CCOc1cc(/C=N/NC(=O)N/N=C/c2ccc(O)c(OCC)c2)ccc1O
27 | 1.3 | N=C1C(c2nc3ccccc3s2)=C(O)CN1C1CCC(O)CC1 (stereo unspecified)
28 | -0.4 | CCCN1CCCCC(NC(=O)c2cccs2)C1=O (stereo unspecified)
29 | 1.8 | Cc1ccc2c(c1)-n1c(nc3cc(Cl)ccc3c1=O)C(CC(C)C)NC2=O (stereo unspecified)
30 | 1.4 | COc1ccccc1Cc1c(C(C)(C)C)nc2c(C)cc(Br)cn12
31 | 0.0 | CCCCCCC(=O)NC1CCCCN(C)C1=O (stereo unspecified)
32 | 2.9 | CC1CCCN(c2cccc3c2S(=O)(=O)N(Cc2cccc(Cl)c2)[C@@H](C)[C@H](c2ccccc2)O3)C1 (stereo partly specified)
33 | 0.8 | COCCNC(=O)c1cn(C(C)c2ccccc2F)nn1 (stereo unspecified)
34 | 0.3 | O=S1(=O)c2c(cccc2N2CCCC2)O[C@H](COCc2ccccc2)CN1C1CC1
35 | -0.9 | C[C@@H]1ON(C)[C@H]2C[C@H]3c4cc(-c5ccc6c(c5)OCO6)ccc4CCN3C[C@@H]12
36 | -0.6 | COC(=O)C1=C(C)N(Cc2cccc(C(F)(F)F)c2)C(=NCc2ccc3c(c2)OCO3)NC1c1ccccc1 (stereo unspecified)
37 | -0.7 | CCC(C)(C)c1ccc(OCCCC[n+]2ccc(C)cc2)c(C(C)(C)CC)c1
38 | -1.0 | COc1cccc(C(=O)N[C@H](C(=O)N2CCC[C@H]2C(=O)NCCc2ccccc2Cl)c2ccccc2)c1
39 | 0.6 | CCNC(=O)N1CCN(c2ccc(N3CCN(Cc4ccccc4)[C@@H](C)C3)c(C)c2)[C@H](C)C1
40 | -1.3 | O=C(N[C@H](Cc1ccccc1)C(=O)N1CCCN(Cc2ccccc2F)CC1)[C@H]1O[C@@H](n2ccc(=O)[nH]c2=O)[C@H](O)[C@@H]1O
41 | 0.9 | Nc1[nH]c(C(=O)c2ccccc2)c(-c2ccc(Cl)cc2)c1C(=O)c1c[nH]c2ccccc12
42 | 1.3 | O=C(NCC1CCN(C(=O)C(=O)c2cc3ccccc3o2)CC1)c1ccc2c(c1)OCC2
43 | 0.2 | COCc1[nH]nc2c1C(c1ccc(C)cc1)NC2=O (stereo unspecified)
44 | -0.3 | Brc1ccc(N2O[C@H]3C=C[C@@H]2C3)nc1
45 | -0.3 | Cc1ccc(S(=O)(=O)N2CCCc3nc(-c4ccccc4)ccc32)cc1
46 | 1.6 | CCN(CC)CCCNC(=O)c1cc2cc(Cl)ccc2nc1N
47 | -1.6 | C[C@@H]1C=CCCO[C@]12C(=O)N(CC1CC1)c1ccccc12
48 | 0.2 | COCCN1Cc2cc(C(=O)OC)c3c(c2C1=O)c1cc(F)ccc1n3C(=O)c1ccccc1
49 | -0.5 | CCn1c(=O)n(CC)c2cc(N3CCCC3)c(NC(=O)c3cc(Br)ccc3OC)cc21
50 | 0.1 | COC(=O)[C@]12C[C@H](CC(=O)NCc3cccc4ccccc34)C(=O)N(CCC3=CCCCC3)C1=C[C@H](C(C)(C)C)O[C@@H]2C
51 | 0.0 | Cc1cc(C(=O)COC(=O)c2ccc(Br)o2)c(C)n1Cc1ccco1
52 | -0.4 | COC(=O)Cc1c([C@H](C)[C@@H](OC)c2ccccc2Br)nnn1Cc1ccccc1
53 | -0.2 | CCNC(=O)OC[C@H]1O[C@H](C#Cc2ccc(C(C)(C)C)cc2)C=C[C@H]1O
54 | 0.2 | O=C(CCCCCNc1nc(=S)[nH]c2ccccc12)NCc1ccccc1Cl
55 | -0.4 | CCCCCCCCN1C(=O)[C@@H](CC(=O)NCc2cccs2)C[C@@]2(C(=O)OC)C1=C[C@H](C1CCCC1)O[C@@H]2C
56 | -0.6 | Cc1nccn1-c1ccc(NC(=O)[C@@H](Cc2ccccc2)NC(=O)[C@H]2O[C@@H](n3ccc(=O)[nH]c3=O)[C@H](O)[C@@H]2O)cc1
57 | 1.1 | CCNC(=O)OC[C@H]1O[C@H](C#Cc2ccc(C(C)(C)C)cc2)C=C[C@H]1OC(C)=O
58 | 0.5 | Cc1cc(C)nc(SCC(=O)NC2=NC(=O)C(C)S2)n1 (stereo unspecified)
59 | -0.4 | CC(C)[C@@H](C)/C=C/[C@@H](C)[C@H]1CC[C@@H]2[C@]1(C)CCC1[C@]23C=C[C@]2(C[C@@H](O)CC[C@]12C)N(C(=O)Cc1ccccc1)O3 (stereo partly specified)
60 | 0.1 | CC(=O)C1=C(C)N(Cc2ccc(Cl)cc2)C(=S)NC1c1ccc(F)cc1 (stereo unspecified)

Additional entries follow.
no. | MsrA inh | Structure
61 | -1.1 | COc1ccc(C(=O)N(C)Cc2ccccc2)cc1Br
62 | 0.1 | Cc1nc(NC(=O)COc2ccc(Cl)cc2)sc1C(=O)N(C)C
63 | -0.2 | COC(=O)c1ccc2c(=O)n(Cc3ccc4c(c3)OCO4)c(SCC(=O)N3CCCC3)nc2c1
64 | 0.4 | CC1=NN(C(C#N)c2ccc([N+](=O)[O-])cc2)C(C)(C)C1 (stereo unspecified)
65 | -0.2 | CCc1c(-c2cccc(F)c2)ncn1CCc1ccccc1OC
66 | -0.1 | CCCOc1ccc(/C=N/NC(=S)Nc2ccccc2[N+](=O)[O-])c(O)c1
67 | 0.2 | Nc1ccn([C@@H]2O[C@H](C(=O)N3CCN(C(=O)C(F)(F)F)CC3)[C@@H](O)[C@H]2O)c(=O)n1
68 | 0.7 | CNC(=O)[C@@H]1C[C@H]1[C@@H](NC(=O)CNC(=O)OCc1ccccc1)c1ccccc1
69 | 2.3 | O=[N+]([O-])c1cc(CN2CCN(c3cccc(C(F)(F)F)c3)CC2)c2cccnc2c1O
70 | -0.8 | COC(=O)[C@]12C[C@H](CC(=O)NCC34CC5CC(CC(C5)C3)C4)C(=O)N(Cc3ccccc3)C1=C[C@H](C(C)(C)C)O[C@@H]2C
71 | 0.3 | COc1ccccc1/C=C1\SC(=S)N(CC(=O)Nc2nnc(C)s2)C1=O
72 | 1.2 | COc1ccccc1Cc1c(C2CCCCC2)nc2c(C)cc(Br)cn12
73 | 0.0 | O=C(CN1CCN(c2ccc(O)cc2)CC1)NC1CCCc2ccccc21 (stereo unspecified)
74 | 0.8 | Nc1nc2c(ncn2[C@@H]2O[C@H](C(=O)NCC(F)(F)F)[C@@H](O)[C@H]2O)c(=O)[nH]1
75 | 1.5 | Cc1ccc(S(=O)(=O)N(C)[C@H]2C[C@H]3c4cc(-c5ccc6c(c5)OCO6)ccc4CCN3C[C@H]2[C@H](C)O)cc1
76 | 0.7 | O=C(Cc1c[nH]c2ccccc12)Nc1ccc(Nc2cccnc2)c(-c2ccc(F)c(F)c2)c1
77 | 0.5 | C[C@@H]1ON(C)[C@H]2C[C@H]3c4cc(-c5ccccc5)ccc4CCN3C[C@@H]12
78 | 0.2 | Cc1cc2c(c(=O)o1)[C@@]1(C(=O)N(C)c3ccccc31)C1=C(CC(C)(C)CC1=O)O2
79 | 0.2 | COC(=O)c1cc(S(=O)(=O)NCC2CCN(C(=O)C(=O)c3cccs3)CC2)cs1
80 | 1.1 | O=C(C1CCN(c2ncnc3c2sc2cccc(F)c23)CC1)N1CCCC1
81 | -0.2 | CN1CCc2c(sc(NC(=O)c3ccc(S(=O)(=O)N4CCc5ccccc54)cc3)c2C(N)=O)C1
82 | 0.1 | O=C(Cc1csc(-c2ccccc2)n1)NCc1ccccc1F
83 | 0.3 | COC(=O)c1[nH]c2cccc(OC)c2c1NC(=O)C(C)N1CCC(C)CC1 (stereo unspecified)
84 | -0.6 | COc1ccccc1CCn1cnc(-c2ccc(F)cc2)c1C(C)C
85 | 0.8 | CCS(=O)(=O)N(C)C[C@@H]1OCc2ccccc2-c2c(n(C)c3ccccc23)C(=O)N([C@H](C)CO)C[C@@H]1C
86 | 0.3 | COC(=O)c1ccc2c(=O)n(CCCCCC(=O)NC3CCCCC3)c(=O)[nH]c2c1
87 | 1.0 | COc1ccccc1CCn1cnc(-c2cccc(Cl)c2)c1CC(C)C
88 | 1.7 | CCSc1nnc(NC(=O)CSc2nccn2-c2cc(C)cc(C)c2)s1
89 | -0.2 | COC(=O)C1=C(C)N(Cc2ccccc2C(F)(F)F)C(=NCc2ccc(OC)cc2)NC1c1cccc(F)c1 (stereo unspecified)
90 | 1.1 | Cn1cc(CCOCc2ccc(Br)cc2)c2ccccc21
91 | -1.5 | COC(=O)C1=C(C)N(Cc2ccc(C(F)(F)F)cc2)C(=NCc2ccccc2C(F)(F)F)NC1c1ccccc1 (stereo unspecified)
92 | -0.1 | C[C@H](c1ccccc1)N1C[C@@H](COCc2ccccc2)Oc2cccc(N3CCCCC3)c2S1(=O)=O
93 | 1.3 | O=C(Nc1ccc(Cl)cc1)OC[C@@H]1CSCCS(=O)(=O)N1
94 | 0.2 | Cc1ccc(NC(=O)N(Cc2cccs2)Cc2cc3cc4c(cc3[nH]c2=O)OCO4)cc1
95 | -0.5 | COCCCNC(=O)C[C@H]1C[C@@]2(C(=O)OC)C(=C[C@H](COCc3ccccc3)O[C@@H]2C)N(Cc2ccc3c(c2)OCO3)C1=O
96 | 0.0 | COc1ccc(NC(=O)Nc2ccc(O)c3ccccc23)cc1
97 | 0.4 | COc1cccc(CNC(=O)[C@H]2CCCN2C(=O)[C@H]2CCCN2)c1
98 | 0.2 | C=C(C)C(=O)Nc1cccc(C2=NOC3(C2)C[C@@H](C(N)=O)N(C(=O)CCCCC)C3)c1 (stereo partly specified)
99 | 0.4 | COc1ccc(/C(C)=N\NC(=O)c2ccc3c(c2)OCO3)cc1OC
100 | -0.7 | O=[N+]([O-])c1ccc2c(c1)CCCO[C@]21O[C@H](CCO)C[C@H](O)[C@H]1O
101 | 0.1 | COc1ccc(CCNC(=O)CCCn2c(SCC(N)=O)nc3cc4c(cc3c2=O)OCO4)cc1OC
102 | -1.1 | CSc1n[nH]c(-c2cccs2)n1
103 | 0.2 | CCOC(=O)C1=C(C(=O)OCC)C2N(Cc3ccc(C#N)cc3)c3ccccc3[C@@]23C[C@@H](C(=O)OC)N(S(=O)(=O)c2c(C)noc2C)C3=N1 (stereo partly specified)
104 | 0.2 | Cc1cc2c(c(=O)o1)[C@@]1(C(=O)N(C)c3cccc(Br)c31)C1=C(CCCC1=O)O2
105 | -0.6 | COc1cccc(CNC(=O)[C@H]2CCCN2)c1
106 | 0.3 | COC(=O)c1cc(=O)nc(NN=Cc2ccccc2)s1
107 | 0.3 | CC(C)S(=O)(=O)N[C@@H]1c2cc3c(cc2[C@H](c2ccccc2)[C@H]1C)OCO3
108 | 1.2 | O=C(c1ccc2c(c1)C(=O)NC2=O)c1ccc2c(c1)C(=O)NC2=O
109 | 3.4 | CC(C)C[C@@H]1COc2cccc(N3CCCC3)c2S(=O)(=O)N1
